# Assay outcomes as filed in PubChem.
# RAD52 anneal inh = RAD52 DNA annealing inhibitors, primary screen, biochemical, FRET, single point, set 2; recombinant RAD52 DNA annealing, FRET fluorescence; AID 651710, 2012; inhibition, % at 18.7 µM; DNA repair protein RAD52 homolog (Homo sapiens), P43351; 360,000 compounds, 0.46% hits;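 active = every replicate showing at least 50% inhibition; inconclusive = mean inhibition at least 50% but not in every replicate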
# Target sequence (P43351 whole entry, looked up): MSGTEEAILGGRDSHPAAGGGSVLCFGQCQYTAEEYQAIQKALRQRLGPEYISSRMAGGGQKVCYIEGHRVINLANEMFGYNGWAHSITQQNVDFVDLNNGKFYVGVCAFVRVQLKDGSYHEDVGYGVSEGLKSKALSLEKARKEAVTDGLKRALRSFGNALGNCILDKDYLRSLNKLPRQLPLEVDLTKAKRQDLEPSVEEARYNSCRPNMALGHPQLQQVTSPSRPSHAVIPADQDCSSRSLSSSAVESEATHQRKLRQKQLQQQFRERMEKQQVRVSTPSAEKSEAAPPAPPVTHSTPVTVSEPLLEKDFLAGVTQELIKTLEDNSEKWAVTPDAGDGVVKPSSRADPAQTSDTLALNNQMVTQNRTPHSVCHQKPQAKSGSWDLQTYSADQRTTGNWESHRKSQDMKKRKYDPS
# E-sel inducer = E-selectin induction in HUVECs, primary screen, imaging, HUVEC, immunofluorescence imaging, single point. P16581. normalized: neutral wells 0, TNF-alpha wells 100. activation, % at 7.58 µM. 260,000 compounds, 0.37% hits;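 active = mean E-selectin-positive cell signal at least 10% of the positive control, reached in at least 60% of replicates, without over 20% cell loss; inconclusive = no rule given, readout overlaps actives, possibly toxicity-flagged; inactive = the rest, including those meeting only one limit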;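 note: in these data hits start at about 27%; measured in HUVEC primary endothelial cells; signal is the percent of cells scored E-selectin positive by PE staining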
# Target sequence (P16581 whole entry, looked up): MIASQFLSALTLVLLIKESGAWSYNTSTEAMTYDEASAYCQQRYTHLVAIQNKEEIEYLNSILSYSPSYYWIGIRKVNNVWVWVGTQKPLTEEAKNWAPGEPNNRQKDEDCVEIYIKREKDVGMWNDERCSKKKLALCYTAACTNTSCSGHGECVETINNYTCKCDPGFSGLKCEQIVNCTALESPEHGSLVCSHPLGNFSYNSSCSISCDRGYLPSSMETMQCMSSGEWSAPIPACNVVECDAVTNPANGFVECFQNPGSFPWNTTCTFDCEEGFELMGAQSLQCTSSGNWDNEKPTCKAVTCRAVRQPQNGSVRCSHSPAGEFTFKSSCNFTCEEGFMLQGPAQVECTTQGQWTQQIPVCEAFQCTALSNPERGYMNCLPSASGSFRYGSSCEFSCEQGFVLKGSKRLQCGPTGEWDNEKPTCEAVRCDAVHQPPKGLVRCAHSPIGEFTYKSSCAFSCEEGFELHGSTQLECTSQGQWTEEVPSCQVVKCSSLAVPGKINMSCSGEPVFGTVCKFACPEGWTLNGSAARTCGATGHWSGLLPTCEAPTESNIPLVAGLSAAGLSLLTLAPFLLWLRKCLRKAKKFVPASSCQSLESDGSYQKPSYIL
#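 System: HUVEC, human umbilical vein endothelial cells; quantity: 3,000 cells/well; buffer or medium: EGM-2 medium, gelatin-coated wells; dosing: single-point compound dose; detection: immunofluorescence imaging; evaluation: % PE-positive cells; benchmarks: TNF-alpha, DMSO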
# esBAF inh = Bmi1 luciferase reporter increase in mESCs, primary screen, esBAF inhibitor project, mouse ES cells, Bmi1 luciferase knock-in, single point | 350,000 compounds, 2% hits | AID 602393, 2012 | 24 h; 100% = twice the neutral-well signal | reporter increase, % at 12.5 µM; in the data active = activation above about 40%; inconclusive = no clear call, values can overlap the other calls;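 note: 0% = median of the plate's neutral control wells and 100% = double that signal; a rise in the Bmi1 reporter signal indicates esBAF inhibition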
# RAD54 branch = inhibitors of human RAD54 branch migration, primary screen, biochemical, fluorescence, single point | RAD54 Holliday junction branch migration, FAM/BHQ fluorescence | inhibition, % at 10.4 µM | 360,000 compounds, 0.14% hits;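 active = mean normalized replicate activity at least 40 and at least half of replicates scoring 40 or more; inconclusive = only one of the two criteria met; inactive = mean below 40 and under half of replicates reaching 40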;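 note: 0% = median of neutral control wells and 100% = median of positive control wells; inhibitors cause a drop in the FAM fluorescence signal; in these data hits start at about 50%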
# PglD DTNB = C. jejuni PglD acetyltransferase inhibitors, primary screen, biochemical, DTNB colorimetric, single point; UDP-N-acetylbacillosamine N-acetyltransferase PglD (Campylobacter jejuni); purified PglD enzyme, DTNB colorimetric CoA detection; inhibition, % at 12.5 µM; 360,000 compounds, 0.098% hits; AID 602405, 2012; in the data active = inhibition above about 16%, passing the limit was not always enough; inconclusive = no clear call, values can overlap the other calls; note: strong numbers were not always called active
# ARNT TACC3 PPI = disruptors of ARNT/TACC3 protein interaction, primary screen, biochemical, AlphaScreen, single concentration | AlphaScreen His-ARNT PAS-B/GST-TACC3 binding, luminescence; TACC3 fragment carries E629A point mutation | inhibition, % at 9.99 µM | 390,000 compounds, 0.66% hits | AID 623870, 2012;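 active = mean inhibition of replicates at least 50% and at least half of replicates each reaching 50%; inconclusive = half or more replicates reach 50% but mean below 50%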;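 note: 0% = complete ARNT plus TACC3 wells and 100% = ARNT alone without TACC3; many hits fall short of the cut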
# ERp5 block = inhibitors of ERp5-driven insulin aggregation, primary screen, biochemical, turbidity, absorbance 650 nm, single point; 90 min; Protein disulfide-isomerase A6 (Homo sapiens), Q15084; 350,000 compounds, 0.05% hits; inhibition, % at 9.99 µM;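 active = mean replicate inhibition above about 25%, with every replicate also reaching it, limit read from the data, passing the limit was not always enough; inconclusive = only one of those two criteria met; inactive = neither criterion met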
# CASP6 VEID inh = human caspase-6 inhibitors, primary screen, biochemical, VEID-R110 fluorescence, single point, set 2; purified caspase-6, Z-VEID-R110 cleavage fluorescence; inhibition, % at 12.5 µM; 350,000 compounds, 0.53% hits;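 active = mean inhibition across replicates at least about 35%, with every replicate also reaching that limit, limit read from the data; inconclusive = only one of the two criteria met; inactive = neither criterion met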;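 note: 0% = median of neutral control wells and 100% = no fluorescence left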
# An asterisk follows results filed as active; u = inconclusive; x = no result given; & = joins results of further samples.
# The first 2 compounds as a preview:
nr	Structure	RAD52 anneal inh	E-sel inducer	esBAF inh	RAD54 branch	PglD DTNB	ARNT TACC3 PPI	ERp5 block	CASP6 VEID inh
1	CC(C)CC#Cc1ccc2c(c1)O[C@@H](CN(C)C(=O)c1ccncc1)[C@H](C)CN([C@@H](C)CO)S2(=O)=O	7.8	-0.3	-2.5	-10.4	3.0	-0.3	-1.4	-0.3
2	CCC(=O)Nc1ccc2c(c1)C(=O)N(C1CCCCC1)C2=O	x	x	-5.7	-3.4	-5.9	0.2	x	x

# Main list, from the first entry:
nr	Structure	RAD52 anneal inh	E-sel inducer	esBAF inh	RAD54 branch	PglD DTNB	ARNT TACC3 PPI	ERp5 block	CASP6 VEID inh
1	CC(C)CC#Cc1ccc2c(c1)O[C@@H](CN(C)C(=O)c1ccncc1)[C@H](C)CN([C@@H](C)CO)S2(=O)=O	7.8	-0.3	-2.5	-10.4	3.0	-0.3	-1.4	-0.3
2	CCC(=O)Nc1ccc2c(c1)C(=O)N(C1CCCCC1)C2=O	x	x	-5.7	-3.4	-5.9	0.2	x	x
3	CC(C)OC(=O)C1C(=O)CC(C)(O)C(C(=O)OC(C)C)C1c1ccccc1 (stereo unspecified)	-26.2	-0.3	-8.9	x	x	-0.4	-1.1	-4.1
4	CCCCC(=O)NS(=O)(=O)c1ccc(N=NN(CC)CC)cc1	-1.1	x	-4.5	0.5	-5.5	-1.9	-0.7	-0.7
5	CC1=NN(C(=O)Cc2ccc(C)cc2)C(O)(c2cccnc2)C1 (stereo unspecified)	x	x	-8.3	-3.2	5.3	7.0	x	x
6	COc1ccc(OCCOC(=O)c2cc(S(=O)(=O)N3CCOCC3)c(Cl)cc2Cl)cc1	-14.6	-0.2	x	-4.2	8.3	-0.7	-1.0	1.2
7	CCc1cc(=O)oc2cc(C)c(CN3CCCCC3)c(O)c12	x	x	2.1	-2.4	-2.0	-5.5	x	x
8	C[C@@H]1CN([C@H](C)CO)C(=O)Cc2cc(NS(C)(=O)=O)ccc2O[C@H]1CN(C)S(=O)(=O)c1ccc(Cl)cc1	-1.6	-4.9	1.7	2.8	-0.1	-2.0	4.2	2.9
9	COc1ccc(-c2ccc([C@H]3[C@H]4C=CC[C@@H](C)[C@@H]4C(=O)N3Cc3ccccc3)c(F)c2)cc1C	-10.2	-0.6	-4.6	5.8	5.9	-2.4	-3.2	x
10	C/C=C/c1ccc([C@@H]2[C@@H](CO)N(C(C)=O)C23CN(C(=O)c2ccncc2)C3)cc1	-8.9	1.3	x	x	x	x	-4.6	2.2
11	CCOc1ccc2nc(SCC(=O)NC3CCS(=O)(=O)C3)[nH]c2c1 (stereo unspecified)	x	x	-3.2	-0.4	-2.7	-10.6	x	x
12	O=C(c1cccc(F)c1)N1CCCCN2[C@@H](CO)[C@H](c3ccc(-c4cccnc4)cc3)[C@@H]2C1	7.7	0.0	x	-16.9	2.5	-1.2	4.8	0.5
13	CCOC1=C2[C@@H](CN(S(=O)(=O)c3ccccc3C)[C@H]2c2ccc(Cl)cc2)[C@H]2C(=O)N(C3CCCCC3)C(=O)[C@H]2C1	-21.5	-1.5	x	x	x	x	-0.3	-1.6
14	Cc1noc(C)c1NC(=O)Nc1ccc2c(c1)CC(=O)N([C@H](C)CO)C[C@@H](C)[C@@H](CN(C)C(=O)Nc1ccccc1)O2	14.3	-0.1	-1.1	0.2	2.6	-2.2	1.7	-4.2
15	Cn1c(Sc2ccc(C(F)(F)F)cc2[N+](=O)[O-])nnc1-c1ccccc1	x	x	-2.3	-15.7	5.3	0.2	x	x
16	O=C1NN(c2ccccc2)C(=O)/C1=C/c1ccc(-c2ccc(C(=O)O)cc2)o1	-26.1	x	1.3	2.7	-3.8	-0.1	-0.6	34.8
17	COc1ccc(CN(C)C(=O)c2ccccc2Sc2ccccc2C#N)c(OC)c1	-20.6	-0.2	5.7	-6.4	1.8	4.6	4.1	-8.7
18	N#Cc1ccccc1NC1=CC(=O)CCC1	x	x	2.8	0.9	0.4	-11.7	x	x
19	COc1ccc(N2C(=O)C3C4C=CC(c5ccccc5)(C3C2=O)C2C(=O)N(c3ccc(OC)cc3)C(=O)C42)cc1 (stereo unspecified)	-9.1	-0.5	x	x	x	-2.6	0.6	5.5
20	CC(=O)N(C)C[C@@H]1OCc2ccccc2-c2c(n(C)c3ccccc23)C(=O)N([C@H](C)CO)C[C@H]1C	5.1	-0.3	3.7	1.2	0.4	11.7	5.0	-1.1
21	COc1ccc(-n2nc(C(=O)NCC(=O)NCc3ccccc3OC)c3ccccc3c2=O)cc1	-12.0	x	-8.3	-5.4	1.3	1.8	1.2	-0.6
22	CCOC(=O)CSc1nc2c([nH]c3ccccc32)c(=O)n1C	x	x	-12.9	3.3	1.8	-2.2	x	x
23	O=C(C[C@@H]1C[C@H]2c3cc(NC(=O)Nc4ccc(F)cc4)ccc3O[C@H]2[C@@H](CO)O1)NC1CCCC1	-2.3	0.1	12.5	-1.1	1.4	-5.1	2.3	-0.1
24	COc1ccc(C(=O)c2ccc(OC)cc2O)c(O)c1	x	x	49.5*	10.5	1.5	15.0	x	x
25	CCNC(=O)[C@@H]1[C@@H](CO)[C@@H]2Cn3c(ccc(-c4cncnc4)c3=O)[C@H]1N2C(=O)Nc1ccccc1	-2.9	0.5	0.1	7.0	3.6	-10.2	0.0	-1.6
26	CCC(C)Sc1cccc(-c2nc3ccc(C)cn3c2NCc2ccccc2)c1 (stereo unspecified)	-78.6&-5.4	0.1	-7.6	-13.7	-3.3	3.1	-3.7&0.7	2.7&0.6
27	CCCNC(=O)N1[C@H](CO)[C@H](c2ccc(C3=CCCCC3)cc2)[C@H]1CNC(C)C	-18.7	0.1	x	x	x	x	5.3	-3.8
28	O=C(Nc1cccc(F)c1)N1CCCCN2[C@H](C1)[C@@H](c1ccc(-c3ccncc3)cc1)[C@@H]2CO	-26.0	0.5	x	-0.1	-2.7	-12.7	1.8	-4.8
29	O=C(CN1CCN(c2ccccc2F)CC1)c1ccc(O)c(O)c1	-11.3	0.0	-10.5	3.8	-10.9	8.8	-0.3	x
30	CN(C)c1ccc(C(=O)OCC(=O)Nc2ccc(N3CCOCC3)cc2)cc1	1.0	0.0	x	-5.1	4.0	-3.8	-0.8	-16.2
31	COc1ccc(C(=O)N2CCCC(O)C2)cc1OC1CCN(C(C)C)CC1 (stereo unspecified)	-10.7	0.5	x	7.6	-7.5	0.7	2.3	-7.0
32	O=C(c1ccco1)N(Cc1cccc(Br)c1)C1CCS(=O)(=O)C1 (stereo unspecified)	-11.0	x	-4.1	17.9	x	-8.7	2.8	-5.1
33	O=C(C[C@H]1CC[C@H](NS(=O)(=O)c2ccc(F)cc2)[C@@H](CO)O1)N1CCC(Cc2ccccc2)CC1	-2.1	-0.3	12.7	4.8	-1.1	-13.4	-1.9	-0.8
34	CN(/N=C/C=C/c1ccccc1)C1=NS(=O)(=O)c2ccccc21	-1.5	0.2	x	x	x	1.2	-0.9	-0.2
35	O=C(C1CCCCC1)N1CCC(O)(c2ccc(Cl)cc2)CC1	x	x	2.8	5.6	-1.2	-5.2	x	x
36	CCC(CC)c1nn2c(N)c(/C=C3\C=Nc4ccccc43)c(=O)nc2s1	-5.1	0.0	x	-6.7	-8.1	-2.8	-1.9	0.5
37	COCC(=O)N1CCCCN2[C@@H](CO)[C@@H](c3ccc(-c4ccc(C)cc4)cc3)[C@@H]2C1	1.0	-0.3	1.5	5.4	5.0	-6.7	2.5	-0.2
38	C[C@H](CO)N1C[C@H](C)[C@H](CN(C)S(=O)(=O)c2ccc([N+](=O)[O-])cc2)OCc2ccccc2-c2c(n(C)c3ccccc23)C1=O	-4.7	1.6	x	x	x	x	-9.5	0.6
39	N/C(=N\OC(=O)Cc1ccc([N+](=O)[O-])cc1)c1ccc([N+](=O)[O-])cc1	1.0	x	-2.4	-0.7	0.6	2.1	-0.8	-0.9
40	CN(C)c1ccc2c(c1)[C@@H]1C[C@@H](CC(=O)NCc3ccc4c(c3)OCO4)O[C@@H](CO)[C@@H]1O2	4.4	0.0	1.9	3.5	3.4	12.2	2.7	2.5
41	C=CCNC(=O)CN(c1ccc(OC)cc1OC)S(C)(=O)=O	x	x	-0.2	-8.7	-0.7	-2.4	x	x
42	CCCN(C(=O)c1nc2nc(C)cc(C)n2n1)c1c(N)n(Cc2ccccc2)c(=O)[nH]c1=O	-9.1	x	-5.0	-13.1	4.1	-7.8	2.8	-3.6
43	COc1cc2cc(C(=O)N3CCN(Cc4ccc5c(c4)OCO5)CC3)c(=O)oc2cc1OC	-5.3	0.4	-1.2	x	x	-0.9	2.5	1.6
44	CC(C)NC(=O)CSc1nc2ccccc2n1CC(=O)N1CCc2ccccc21	-10.6	x	x	x	x	-2.4	2.7	-0.3
45	NNC(=O)COc1ccc(-c2nccc(-c3ccc(F)cc3)n2)cc1	-14.8	0.0	-62.6	-2.0	0.3	-0.9	1.1	-1.1
46	CC1CCN(c2oc(-c3ccccc3Cl)nc2C#N)CC1	x	x	53.0*	0.1	6.4	17.3	x	x
47	COc1ccc(S(=O)(=O)N(CC(=O)NC2CC3CCC2C3)c2ccccc2OC)cc1 (stereo unspecified)	-18.3	x	-4.1	x	x	3.1	1.3	2.8
48	COCCn1c(N)c(C(=O)NS(=O)(=O)c2ccc(C)cc2)c(=O)[nH]c1=O	-9.6	x	x	x	x	0.1	1.0	3.3
49	Cc1cc(C(F)(F)F)c2c(C)nn(-c3ccccc3)c2n1	-11.5	x	-11.3	4.3	-1.3	-45.9	1.2	-1.2
50	COc1ccc(N=N/C(=C\O)C(=O)c2ccco2)cc1	-0.4	x	x	x	x	-1.4	-1.0	-0.1

# Continued.
nr	Structure	RAD52 anneal inh	E-sel inducer	esBAF inh	RAD54 branch	PglD DTNB	ARNT TACC3 PPI	ERp5 block	CASP6 VEID inh
51	Cc1ccc(S(=O)(=O)N2CCCN(Cc3nc4ccccc4c(=O)[nH]3)CC2)cc1	-14.7	x	x	x	x	0.4	4.9	0.3
52	CCCNC(=O)C[C@@H]1CC[C@H]2[C@@H](COc3ccc(NC(=O)c4cccc(Cl)c4)cc3C(=O)N2C)O1	-6.0	0.2	9.8	7.7	1.3	-1.2	23.0	1.0
53	CC(=O)c1nn(-c2cccc(Br)c2)cc1C(=O)c1ccc(C)cc1	x	x	-5.1	0.6	4.6	-2.9	x	x
54	CC1(c2cc([N+](=O)[O-])cc([N+](=O)[O-])c2)CC(C)(C)N(C(=O)c2ccccc2)c2ccccc21 (stereo unspecified)	x	x	-2.4	0.6	5.5	20.8	x	x
55	CCOc1cc(/C=C\[N+](=O)[O-])ccc1OCC(=O)Nc1ccccc1C	x	x	-4.8	-15.3	-108.0	20.1	x	x
56	CCOC(=O)c1ccc(NC(=O)CNC(=O)c2ccco2)cc1	-16.0	-0.5	-2.3	6.1	-3.1	-11.9	0.1	-2.2
57	CNC(=O)c1cc(NC(=O)CCn2nc(-c3ccccc3)c3ccccc3c2=O)ccc1OC	1.2	0.1	x	x	x	-4.5	1.0	2.0
58	NNC(=O)c1sccc1OCc1cccc(C(F)(F)F)c1	-14.0	-1.1	x	x	x	-4.2	u	x
59	O=C(CN1C(=O)NC2(CCOc3ccccc32)C1=O)c1cccs1 (stereo unspecified)	1.1	0.1	x	x	x	7.6	1.9	2.6
